uPA surface inh: cell surface uPA generation inhibition; cell surface uPA generation assay, qHTS; actives 0.31% (n = 330,000); Potency, µM (series often up to 38.3 µM), for inactives: at the top dose activity change, negative = inhibition, actives largely listed as inhibitors; AID 540303; active means well fitted inhibition curve with a large enough effect; inconclusive means small, poorly fitted or top-dose-only effect; inactive means no such curve, though single readings can be large or run the other way; tested in mouse RAW 264.7 cells; further: potency means the concentration at half of the fitted maximal effect; nearly all actives have a fitted effect of over 55% in size
USP2a block: inhibitors of human ubiquitin-specific protease USP2a; O75604; USP2 core, Ub-CHOP2 coupled fluorogenic reporter, 485/531; Potency, µM (highest dose often 38.3 µM), for inactives: at the top dose activity change, negative = inhibition, hits mostly inhibitors; actives 0.01% (n = 330,000); AID 463254;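 further: potency means the concentration at half of the fitted maximal effect; plate controls were DMSO wells for no effect and full inhibition by NEM control for full effect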
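Deubiquitinase activity read as fluorescence (485/531 nm) after Ub-CHOP2 cleavage activates the enterokinase reporter on its substrate; USP2 core 10nM, Ub-CHOP2 and substrate 25nM each, 30min compound preincubation then 60min RT; data normalized to NEM, curves fitted.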
PKM2 act: activators of human pyruvate kinase M2; P14618; purified PKM2, Kinase-Glo ATP luminescence, activation; response scale: 0% is enzyme alone, no compound; Potency, µM (top dose mostly 57.5 µM), for the others: at the highest dose activation, hits mostly activators; actives 0.34% (n = 260,000); further: potency means the concentration at half of the fitted maximal effect; nearly all actives have a fitted effect of over 55% in size
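hPK-M2, >95% pure; 0.1 mM ADP / 0.5 mM PEP final; imidazole pH7.2 buffer w/ 7 mM MgCl2, 50 mM KCl; 1 h RT; Kinase-Glo lum. Intermediate enzyme activity for dual inhibitor/activator qHTS.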
hERG WT inh: blocks the wildtype human KCNH2 potassium channel | U2OS, BacMam KCNH2, thallium flux FluxOr; hits give low values | activity change, % at 1.84 µM | actives 0.37% (n = 340,000);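 active means maximum activity change below -70%; inconclusive means maximum activity change between -70% and -50%; inactive means maximum activity change above -50%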
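U2OS cells transduced with wild-type KCNH2 virus are loaded with FluxOr dye for 45 min, and thallium flux is measured in kinetic reads before and after stimulation buffer. Rate constants are normalized to DMSO controls.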
GALK inh: blocks human galactokinase activity; Purified GALK, Kinase-Glo residual ATP luminescence; actives 0.007% (n = 270,000); AID 1868; Potency, µM (highest dose often 57.5 µM), for inactives: at the top dose activity change, negative = inhibition, hits mostly inhibitors; further: potency means the concentration at half of the fitted maximal effect
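GALK at 5 nM final was combined with compound, 35 uM ATP and 100 uM galactose in HEPES pH8.0 with MgCl2 and DTT. The reaction ran one hour at room temperature before luminescent ATP detection.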
B2AR arrestin: agonists driving beta-arrestin recruitment to human beta2-adrenergic receptor. AID 492947. beta-arrestin recruitment to beta2AR, cell-based reporter. Potency, µM (top dose mostly 46.1 µM), for inactives: at the top dose activation, actives largely listed as activators. P07550. actives 0.02% (n = 330,000);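 further: potency means the concentration at half of the fitted maximal effect; 0% = DMSO controls and full agonism = EC100 isoproterenol or metaproterenol; nearly all actives have a fitted effect of over 65% in size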
Target sequence (P07550 whole entry, looked up): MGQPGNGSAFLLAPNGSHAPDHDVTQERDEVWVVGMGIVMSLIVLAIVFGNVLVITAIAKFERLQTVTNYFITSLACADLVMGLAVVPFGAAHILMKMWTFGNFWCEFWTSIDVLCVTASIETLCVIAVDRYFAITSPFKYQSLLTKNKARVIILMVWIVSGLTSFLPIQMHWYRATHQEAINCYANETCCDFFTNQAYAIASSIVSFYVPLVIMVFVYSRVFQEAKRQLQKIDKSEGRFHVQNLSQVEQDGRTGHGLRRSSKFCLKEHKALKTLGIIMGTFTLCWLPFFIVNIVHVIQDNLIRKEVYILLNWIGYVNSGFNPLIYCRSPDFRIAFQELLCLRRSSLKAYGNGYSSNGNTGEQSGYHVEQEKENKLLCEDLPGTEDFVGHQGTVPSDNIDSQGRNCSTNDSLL
Eya2 phos inh: Eya2 (human) phosphatase inhibition; O00167; recombinant Eya2, OMFP fluorescence dephosphorylation (OMFP is methylfluorescein phosphate); Potency, µM (doses to about 76.9 µM), for the others: top-dose activity, negative = inhibition, actives largely listed as inhibitors; actives 0.006% (n = 330,000); AID 488837; further: potency means the concentration at half of the fitted maximal effect
Target sequence (O00167 whole entry, looked up): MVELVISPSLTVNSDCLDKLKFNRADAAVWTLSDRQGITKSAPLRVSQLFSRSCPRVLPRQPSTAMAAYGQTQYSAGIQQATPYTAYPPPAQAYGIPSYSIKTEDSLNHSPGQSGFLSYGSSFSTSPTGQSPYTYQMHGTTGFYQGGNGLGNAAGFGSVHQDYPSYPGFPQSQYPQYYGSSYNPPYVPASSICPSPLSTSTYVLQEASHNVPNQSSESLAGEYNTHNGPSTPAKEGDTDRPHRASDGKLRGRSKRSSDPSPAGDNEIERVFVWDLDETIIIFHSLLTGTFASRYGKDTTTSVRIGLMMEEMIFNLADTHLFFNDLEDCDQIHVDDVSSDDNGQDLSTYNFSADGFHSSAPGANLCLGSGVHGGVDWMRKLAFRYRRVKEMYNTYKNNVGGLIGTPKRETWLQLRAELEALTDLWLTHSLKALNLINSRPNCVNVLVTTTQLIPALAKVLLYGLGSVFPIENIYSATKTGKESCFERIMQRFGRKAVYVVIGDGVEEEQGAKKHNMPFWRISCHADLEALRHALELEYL
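Eya2 (0.2 uM) preincubated 10 min at ambient with compound, then OMFP substrate added at 50 uM; 10 min reaction in 50 mM HEPES pH 7.5, 50 mM NaCl, 5 uM MgCl2, 0.05% BSA, 1 mM DTT. Fluorescence read at Ex 485/Em 525 nm.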
Giardia kill: kills Giardia lamblia; actives 0.15% (n = 340,000); activity change, % at 7.66 µM, hits read low; Giardia lamblia trophozoite viability; in the data active means activity change below about -80%; inconclusive means between about -30% and that limit;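 further: parasites exposed to compound for two days anaerobically before the ATP read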
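ATP-content bioluminescence gauges trophozoite survival. Cells (100/well) receive compound and incubate anaerobically for 48 hrs at 37 deg C; detection reagent follows for 15-30 min at room temperature.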
KCNH2 3.1 block: KCNH2 3.1 (human) potassium channel inhibition. U2OS KCNH2 3.1, thallium flux FluxOr; hits give low values. activity change, % (tested at about 1.8 µM). actives 0.95% (n = 340,000);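 active means maximum activity change below -70%; inconclusive means maximum activity change from -70% to -50%; inactive means maximum activity change above -50%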;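 further: thallium influx rate constant from kinetic fluorescence after stimulation buffer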
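FluxOr-based Tl+ influx in U2OS cells transduced with KCNH2 3.1 virus; rate constants normalized to DMSO controls.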
Coupling enz: inhibits coupling enzyme system, counter-screen for aldolase hits. activity change, negative = inhibition, % at 58.2 µM, hits read low. actives 0.67% (n = 290,000). coupling enzyme system counterscreen, AmpLite Red fluorescence; in the data active means activity change below about -30%
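Fluorescence at 525 nm excitation and 598 nm emission measured inhibition of the coupled detection system without aldolase. Compounds (at 57.5 uM final) were preincubated 10 min at room temperature with coupling enzyme reagent before a 20 min substrate/AmpLite Red step.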
Chronic BCR inh: inhibitors of chronic active B-cell receptor signaling; AID 493014; ABC-DLBCL IkBa-CBG/CBR reporter, luminescence ratio, 4 h; Potency, µM (top dose mostly 46.1 µM), without a hit: at the highest dose ratio change, negative = lower green/red ratio, most hits filed as inhibitors; actives 0.05% (n = 340,000); active means well fitted inhibition curve with a large enough effect in the signal ratio, with a control signal flat, not every such curve was filed as active; inconclusive means small, poorly fitted or top-dose-only effect, or effect the other way, or a change in a side signal; the % refers to the signal ratio;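 further: potency means the concentration at half of the fitted maximal effect; plate controls were basal doxycycline-induced cells for no effect and cells given 10 µM MG132 for full effect; MG132 reads +100%, hits lower the ratio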
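Compounds up to 46 uM were incubated four hours with TMD8 cells whose green CBG68 luciferase is fused to IkappaBalpha; red CBR luminescence normalised the signal, and concentration-effect curves were fitted to fusion, red and ratio data.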
Numbers without * were called inactive; ? = inconclusive; / = no result given; & = joins results of further samples. Unless noted, the call rests on the fitted dose curve; in most records, active means well fitted curve in the direction sought with a large enough effect; inconclusive means small, poorly fitted or top-dose-only effect, or another doubt; inactive means no such curve, though single readings can be large; an effect the other way counts as inactive or inconclusive. Unless noted, on the % scale 0 is the no-effect control and ±100 the full control effect.

Each structure is followed by: uPA surface inh, USP2a block, PKM2 act, hERG WT inh, GALK inh, B2AR arrestin, Eya2 phos inh, Giardia kill, KCNH2 3.1 block, Coupling enz, Chronic BCR inh
> O=C(NCCc1cn2ccccc2n1)c1ccccc1F
→ -5%, 3%, 5%, 5, -1%, 0.3%, 5%, -12, -1, -4, ?
> Cc1ccc(OCC(=O)N(Cc2ccco2)c2c(N)n(Cc3ccccc3)c(=O)[nH]c2=O)cc1C
→ 8%, 0%, /, -7, /, 0.1%, 11%, 14, 3, /, 2%
> Cc1c(NS(=O)(=O)c2ccc3c(c2)OCCO3)cccc1-c1nc2cccnc2s1
→ 6%, -4%, -11%, -10, 1%, 0.2%, 8%, -17, -15, 4, -23%
> Cn1c(=O)c(-c2cc(Br)ccc2N)nc2ccccc21
→ -10%, -3%, 7%, 5, 2%, -0.2%, -36%, -19, -8, -11, 12%
> Cc1nn(-c2ccccc2)c(C)c1/C=N/NC(=O)c1cc(C2CC2)[nH]n1
→ -1%, -9%, 0%, -1, -1%, 0.0%, -27%, -27, 5, 5, 1%
> O[C@@H](CNC[C@H](O)c1ccccc1)c1ccccc1
→ 0%, -1%, -3%, -4, 1%, 0.5%, -8%, 9, -2, -1, 8%
> N#CC1=C(N)N(c2ccc(Br)cc2)C2=C(C(=O)CCC2)C1c1cccnc1 (configuration not stated)
→ /, -2%, ?, 4, 0%, 0.3%, -19%, 7, 0, -44*, ?
> O=C(Cc1ccccc1C(=O)O)Nc1cccc2ccccc12
→ 7%, 3%, -2%, -4, -4%, 0.0%, 14%, -26, -8, 0, 3%
> O=C1c2ccccc2C(O)N1c1ccc(Cl)cc1 (configuration not stated)
→ -17%, 2%, -20%, 11, 2%, 0.1%, 1%, -21, -17, 1, ?
> CC(C(=O)O)C1SC(=O)NC1=O (configuration not stated)
→ -3%, 1%, -14%, -2, 1%, -0.1%, 6%, 9, -30, 2, ?
> Cc1ccc(OCCNC(=O)c2cncc(Br)c2)cc1C
→ -4%, 0%, 0%, -8, -1%, -0.2%, 9%, 5, 4, 1, ?
> CC(=O)[C@H]1[C@@H]2C(=O)N(c3cccc(Cl)c3)C(=O)[C@@H]2[C@H]2c3ccccc3C=CN21
→ -2%, 2%, 0%, -6, -1%, -0.6%, -1%, -9, 1, -36*, -9%
> COc1ccc(CC(=O)N2CCN(c3cccc(Cl)c3)CC2)cc1OC
→ -4%, 0%, 16%, -5, 0%, 0.2%, -2%, 6, 10, -1, 6%
> C=CC1C(N2CCOCC2)C(C)(C)S1(=O)=O (configuration not stated)
→ 4%, 5%, -1%, 1, 9%, -0.2%, 1%, -8, 9, 3, 0%
> Cc1ccccc1OCCOc1ccc([N+](=O)[O-])cc1/C=N/n1cnnc1
→ -13%, 1%, 1%, 5, 7%, -0.4%, -10%, -10, 6, 1, -2%
> COCCOC(=O)C1=C(C)Nc2nc(C)nn2C1c1ccccc1 (configuration not stated)
→ 6%, -1%, -6%, -9, -1%, 6.4%, -7%, 8, -1, 0, 3%
> CS/C(=C\[N+](=O)[O-])Nc1ccc(OC(F)(F)F)cc1
→ ?, 0%, /, 6, 0%, -0.1%, 5%, 8, -5, -1, 0%
> O=C(CNS(=O)(=O)c1ccccc1)N/N=C/c1ccncc1
→ 9%, 0%, /, -3, /, 0.3%, -9%, ?, 5, /, 0%
> Cc1c(Cl)cccc1NC(=S)N1CCC(N(C)CC2CCCO2)CC1 (configuration not stated)
→ -4%, 0%, -4%, -1, 0%, -0.2%, 10%, 2, 12, 2, ?
> O=C(Cc1ccccc1)Nc1ccc2oc(-c3cccnc3)nc2c1
→ 5%, 3%, -8%, -15, -4%, -1.0%, 1%, -9, 1, 1, 5%

(next part)
Each structure is followed by: uPA surface inh, USP2a block, PKM2 act, hERG WT inh, GALK inh, B2AR arrestin, Eya2 phos inh, Giardia kill, KCNH2 3.1 block, Coupling enz, Chronic BCR inh
> CC1CCCCC1NC(=O)CN(C)S(=O)(=O)c1cccc2nsnc12 (configuration not stated)
→ 4%, 2%, -1%, -12, 1%, -0.1%, -3%, 6, 4, 1, 6%
> Cc1cccc(C(=O)NCC(=O)N2CCOCC2)c1
→ -20%, 0%, -2%, -11, 1%, -0.6%, -2%, 11, -15, -1, -1%
> O=C1c2ccccc2C(=O)N1c1nc2nccc(-c3ccccc3)n2n1
→ -6%, -3%, 2%, -8, -1%, -0.3%, 10%, 10, 8, -1, 1%
> CCOP(=O)(c1ccccc1Cl)C1(O)CCCCC1 (configuration not stated)
→ 4%, -1%, -4%, -2, -1%, -0.4%, -8%, -8, -2, -1, -2%
> CSCCC(NC(=O)c1ccco1)C(=O)N(C)CC(=O)Nc1c(Cl)cccc1Cl (configuration not stated)
→ 1%, 1%, /, 5, /, -0.2%, 1%, -2, 9, /, -2%
> CN(C)N1C(N)=C(C#N)C(c2ccccc2)C2=C1CCCC2=O (configuration not stated)
→ 1%, -1%, -6%, -3, -2%, 0.2%, -5%, 17, -1, 0, ?
> COCCN(C(=O)c1ccco1)c1nnc(-c2ccc(OC)cc2)s1
→ -8%, -5%, 10%, 4, /, -0.9%, 1%, -17, 7, -11, 6%
> COc1ccc(C(=O)Nc2cccc(S(=O)(=O)N3CCCC3)c2)cc1S(=O)(=O)N1CCOCC1
→ -3%, 0%, /, 2, /, -0.5%, 5%, -16, -13, /, -9%
> CN1CCN(c2ccc([N+](=O)[O-])cc2NC(=O)c2ccco2)CC1
→ -1%, 0%, -1%, 7, 3%, -0.3%, -4%, 17, 0, /, 4%
> Cc1ccc(-c2cn3c(n2)CCCC3)cc1
→ -4%, 2%, -4%, -14, 3%, -0.3%, -7%, 6, -4, 2, 3%
> O=C(O)CCN1CC2([N+](=O)[O-])C=CC(=O)C([N+](=O)[O-])(C1)C2CC(=O)c1ccccc1 (configuration not stated)
→ 4%, -3%, -9%, 9, 0%, -0.1%, -17%, -14, 9, -52*, 7%
> O=C(Nc1ccccc1C(=O)NC(Cc1c[nH]c2ccccc12)C(=O)O)c1ccccc1 (configuration not stated)
→ 0%, -2%, -2%, 15, 1%, -1.0%, 2%, -2, -3, 15, ?
> O=C(Nc1cccc(S(=O)(=O)NC2=NCCC2)c1)c1cc(F)c(F)c(F)c1F
→ -7%, 1%, /, -31, /, -2.0%, -12%, -13, 5, /, 12%
> Cc1ccn(CC(C)C(=O)O)n1 (configuration not stated)
→ -1%, -1%, 0%, -2, 5%, -0.7%, -4%, -20, -11, 0, 3%
> CCOC(=O)C1CCCN(C(=O)c2cc3nc(-c4ccc5c(c4)OCO5)cc(C(F)(F)F)n3n2)C1 (configuration not stated)
→ /, 1%, 3%, -15, -3%, 0.0%, 4%, -9, -1, -1, 3%
> COc1ccc(NC(=O)N(C)C[C@H]2Oc3c(NC(=O)Cc4ccccc4)cccc3C(=O)N([C@H](C)CO)C[C@@H]2C)cc1
→ 7%, 4%, /, -6, /, -0.4%, -14%, 15, -1, /, ?
> NC(=O)NCc1ccccc1
→ 1%, -1%, -4%&0%, -11, -2%, 0.0%, 12%, -10, 0, 3&-1, -10%
> Brc1ccc2nc3c(n2c1)CCCC3
→ -2%, -1%, -12%, -8, 0%, -1.0%, 7%, 1, -9, 9, ?
> Clc1cccc(NC2=NCCC2)c1
→ -1%, 4%, -2%, -5, -2%, -0.1%, 2%, -3, 7, 3, ?
> CC(C)(C)c1ccc(-c2nc3n(c(=O)c2C#N)CCS3)cc1
→ -3%, -7%, -1%, -1, 5%, -0.1%, -12%, -9, 16, 2, 17%

Additional results follow:
Each structure is followed by: uPA surface inh, USP2a block, PKM2 act, hERG WT inh, GALK inh, B2AR arrestin, Eya2 phos inh, Giardia kill, KCNH2 3.1 block, Coupling enz, Chronic BCR inh
> COc1ccc(C(=O)Nc2ccc(Cc3ccncc3)cc2)cc1Br
→ -4%, 2%, 2%, -6, 4%, 0.1%, -5%, 12, 0, 1, 5%
> COCc1c(C(=O)NC(C)c2ccc(S(N)(=O)=O)cc2)oc2ccccc12 (configuration not stated)
→ -5%, 0%, 0%, 2, 6%, -0.2%, 2%, 8, 3, 0, -2%
> COc1ccc(OC)c(/C=C/C(=O)N(C)CC(=O)Nc2ccc(C)cc2)c1
→ 2%, -1%, -4%, 10, 1%, -0.5%, -7%, 14, 3, 0, -4%
> CC/C(C)=N/N1C(=O)c2ccccc2NC1(C)CC (configuration not stated)
→ 3%, 4%, -1%, 4, 1%, -0.4%, -2%, -16, 4, -7, ?
> Cc1ccc(S(=O)(=O)N2CCOCC2)cc1C(=O)OCC(=O)NCCc1ccccc1
→ 1%, 5%, /, 18, /, -0.4%, 9%, 5, ?, /, -2%
> CC(Nc1ccc(Br)cc1)C(=O)Nc1cccc(S(=O)(=O)N2CCOCC2)c1 (configuration not stated)
→ -2%, -1%, /, 0, /, 0.1%, 27%, 2, -5, /, ?

Screening results from PubChem.
